Screening data deposited in PubChem by several laboratories.
PPARg SRC-2 ag: agonists of SRC-2 recruitment by human PPARgamma; PPARgamma LBD-SRC-2 recruitment, biochemical; P37231; activation, % at 8 µM; 0.34% of 200,000 active; AID 1032; in the data active = activation above about 22%;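 note: 0% = vehicle and 100% = reference agonist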
Diaph act CS: counter-screen for diaphorase-based assays: diaphorase activators and chemical reducers; Diaphorase/resazurin coupled assay, resorufin fluorescence, 16 min; hits give high values; 1 = vehicle wells, 0 = NADH-free wells; activation factor at 20 µM; 0.005% of 190,000 active;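 active = diaphorase activity raised at least twofold by the compound at 20 µM; inactive = activation factor below 2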
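Test system: Clostridium kluyveri diaphorase, purified enzyme; input: enzyme 0.07 U/mL final; buffer or medium: 50 mM HEPES pH 7.4 with 4.542 mM MgCl2, 0.005% Tween 20; also added: 0.114 mM NADH and 0.1 mM resazurin, final amounts; schedule: 16 min enzyme reaction, ambient temperature; technique: fluorescence of resorufin, 544 nm excitation, 590 nm emission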
S1P3 antagonist: blocks the human S1P3 receptor; Q99500; AID 485; CHO S1P3 NFAT-BLA reporter, FRET fluorescence, antagonist mode; inhibition, % at 4.98 µM; 0.27% of 170,000 active;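 active = inhibition above the plate cutoff, the mean inhibition of test wells on that plate plus 3 SD, cut at about 28% in these data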;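 note: cells challenged with S1P at its EC80 of 0.8 µM; blue over green emission ratio from cleaved BLA substrate after 4 h stimulation; 0% = S1P-stimulated wells and 100% = unstimulated DMSO-only wells; some compounds past the cut are filed as inactive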
Target sequence (Q99500 whole entry, looked up): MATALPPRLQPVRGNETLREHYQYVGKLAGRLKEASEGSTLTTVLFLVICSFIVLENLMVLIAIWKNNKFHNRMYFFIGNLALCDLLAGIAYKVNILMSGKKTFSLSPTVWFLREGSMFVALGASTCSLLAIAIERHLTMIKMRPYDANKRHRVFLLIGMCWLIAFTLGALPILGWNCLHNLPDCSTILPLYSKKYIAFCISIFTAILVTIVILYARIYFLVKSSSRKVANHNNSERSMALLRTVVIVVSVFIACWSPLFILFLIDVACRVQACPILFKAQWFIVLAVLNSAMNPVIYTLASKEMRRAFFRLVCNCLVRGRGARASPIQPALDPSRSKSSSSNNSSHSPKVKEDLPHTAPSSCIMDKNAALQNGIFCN
PPARg SRC3 recr: PPARgamma-driven SRC-3 recruitment agonism; P37231; biochemical PPARgamma/SRC-3 coactivator recruitment assay; activation, % at 8 µM; 0.26% of 200,000 active; in the data active = activation above about 23%;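 note: 0% = DMSO and 100% = reference agonist; some compounds past the cut are filed as inactive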
SRC2 TRFRET art: counter-screen for PPARgamma SRC-2 recruitment agonists: TR-FRET artefact; hits give high values; TR-FRET ratio at 8 µM; 0.4% of 200,000 active; AID 1049; in the data active = TR-FRET ratio above about 2000; note: inactives centre near 1500
PMI act hi M6P: activators of human phosphomannose isomerase at near-saturating mannose 6-phosphate; 0.34% of 190,000 active; activation factor at 20 µM; P34949; coupled PMI enzyme assay, resazurin fluorescence, 20 min; hits give high values; 1 = untreated enzyme, 0 = substrate-free blank; AID 1216;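 active = activation factor of 2 or more at 20 µM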
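test system = human PMI in coupled enzyme assay | medium = HEPES-buffered pH 7.4 with magnesium and detergent | also added = 1.0 mM mannose-6-phosphate substrate with 0.22 mM NADP+ | compound = 20 µM single dose | times = 20 min incubation at room temperature | measured by = resorufin fluorescence (Ex 544/Em 590 nm) from resazurin via diaphorase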
Diaph inh CS: diaphorase inhibition or chemical oxidation counter-screen; diaphorase resazurin-to-resorufin fluorescence, NADH, 16 min; bacterial (C. kluyveri) enzyme, not human; inhibition, % at 20 µM; 0.69% of 190,000 active;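 active = primary screen inhibition at 20 µM above a set limit, cut at about 50% in these data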;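 note: plate controls were DMSO with full reaction for no effect and wells lacking NADH for full effect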
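Test system: Clostridium kluyveri diaphorase enzyme / Quantity: diaphorase at 0.14 U/mL in enzyme working solution / Incubation: 16-min room-temperature incubation before reading / Benchmarks: NADH-free wells as positive control, DMSO-only neutral wells / Signal: resorufin fluorescence 544/590 nm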
G6PDH counter: counter-screen for G6PDH assay hits: L. mesenteroides G6PDH inhibition | Purified L. mesenteroides G6PDH, diaphorase/resazurin coupled fluorescence, 45 min | inhibition, % at 5 µM | 0.12% of 200,000 active | AID 1020; in the data active = inhibition above about 50%
PMI act: increases human mannose-6-phosphate isomerase activity; activation factor at 20 µM; purified human PMI, coupled resazurin fluorescence, 20 min; hits give high values; 1 = vehicle control, 0 substrate-free wells; 0.005% of 190,000 active; AID 1214; P34949;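 active = activation factor of 2 or more at 20 µM, relative to plate controls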
PPARg SRC1 recr: promotes SRC-1 coactivator recruitment by human PPARgamma; P37231; PPARgamma-SRC-1 coactivator recruitment biochemical assay; activation, % at 8 µM; 0.41% of 200,000 active; AID 631; in the data active = activation above about 19%;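 note: 0% = DMSO and 100% = reference agonist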
ROMK mod: modulators of human ROMK potassium channel; P48048; Tet-inducible ROMK, thallium flux fluorescence; actives lie on both sides; B-score at 10 µM; 2% of 130,000 active;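 active = signal ratio slope over the read window, or its plate-corrected B-score, at least 3 SD from the plate mean, either direction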;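 note: B-score of the F/F0 ratio slope over 7 to 12 s after thallium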
Target sequence (P48048 whole entry, looked up): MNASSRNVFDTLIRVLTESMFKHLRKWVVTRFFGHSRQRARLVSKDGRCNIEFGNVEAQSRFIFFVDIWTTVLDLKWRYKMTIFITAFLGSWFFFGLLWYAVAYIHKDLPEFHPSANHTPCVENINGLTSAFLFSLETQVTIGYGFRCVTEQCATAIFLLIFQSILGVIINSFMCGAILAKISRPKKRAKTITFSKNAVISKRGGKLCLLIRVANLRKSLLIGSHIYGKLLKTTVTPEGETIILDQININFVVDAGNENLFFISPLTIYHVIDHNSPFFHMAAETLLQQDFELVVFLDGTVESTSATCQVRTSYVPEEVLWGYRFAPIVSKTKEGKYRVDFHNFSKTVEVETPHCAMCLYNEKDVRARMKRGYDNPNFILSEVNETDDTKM
* = called active by the depositor; . = not tested or not shown.

Each structure is followed by: ROMK mod	PMI act	PPARg SRC-2 ag	Diaph act CS	PPARg SRC3 recr	G6PDH counter	PPARg SRC1 recr	S1P3 antagonist	Diaph inh CS	SRC2 TRFRET art	PMI act hi M6P
> Cc1ccc(OCC(=O)NS(=O)(=O)c2ccccc2)cc1
 : -0.45	1	-2	0.9	7	13	11	-21	14	1545	0.9
> COc1ccc([N+](=O)[O-])cc1NCc1ccccc1
 : .	0.8	9	0.8	3	-9	0	21	16	1587	0.9
> CC(C)COC(=O)CNc1n[nH]c(=S)[nH]c1=O
 : 0.41	1.4	63*	0.9	86*	-4	52*	.	8	2814*	1.6
> CC(C)(C)NC(=O)C1CCN(C(=O)c2ccc(Br)cc2)CC1
 : 0.68	1	-3	1	-9	0	-2	-44	2	1454	1.1
> CCCC(C)C(=O)Nc1ccc(S(=O)(=O)Nc2nccc(C)n2)cc1 (stereo not given)
 : -0.0092	0.8	5	0.9	2	10	-4	1	10	1608	0.9
> O=C(NCc1ccc2c(c1)OCO2)c1cc(-c2ccccc2)on1
 : 0.75	0.8	2	0.9	-1	6	-4	-36	12	1505	0.9
> CCn1c(SCC(=O)Nc2cc(C)on2)nc2c1c(=O)n(C)c(=O)n2C
 : .	1	6	1	-3	11	0	-10	5	1434	1
> Cc1cc(/C=N/NC(=O)C(O)(c2ccccc2)c2ccccc2)c(C)n1-c1ccc(C(=O)O)cc1
 : .	0.9	-1	0.8	6	-8	1	-8	20	1749	0.8
> NNC(=O)c1cc2nc(-c3cccs3)cc(C(F)(F)F)n2n1
 : .	1.1	9	0.9	2	2	-6	-18	9	1542	1
> COc1ccc2c(c1OC)C(=O)N(c1cccc(C)c1)C2
 : 0.38	0.9	-9	0.9	-6	-9	-4	12	9	1440	1
> CN(Cc1ccccc1)C(=O)COC(=O)c1cncc(Br)c1
 : .	1.2	9	1	5	-6	6	6	-1	1781	1.1
> COc1cccc(-c2nnc(SCC(=O)N3CCCC3=O)n2-c2ccccc2)c1
 : .	1	6	1	1	4	7	10	3	1533	1
> CN1CCN(S(=O)(=O)c2cccc(S(=O)(=O)c3cccc(S(=O)(=O)N4CCN(C)CC4)c3)c2)CC1
 : -1.7	0.9	3	0.8	-6	-2	-2	.	18	1310	0.9
> CCOc1ccccc1C(=O)N1CCC(n2nnc3cc(C(F)(F)F)ccc32)CC1
 : .	0.8	3	0.9	-2	8	4	.	14	1675	0.8
> NC(=S)N/N=C\c1c(OCc2ccccc2Cl)ccc2ccccc12
 : 0.78	0.9	10	0.9	3	-8	17	16	11	1675	1
> O=C(CCS(=O)(=O)c1cccs1)N1CCN(c2ccc(F)cc2)CC1
 : 0.17	1	3	1	0	4	5	.	3	1682	1
> CC(=O)Nc1ccc(OCC(O)CN2CCN(c3ccc(C)c(Cl)c3)CC2)cc1 (stereo not given)
 : -0.028	1	-5	0.9	-7	-8	6	-21	6	1638	1
> Cc1cc2cc(CN(CCN3CCOCC3)C(=O)Nc3ccccc3F)c(=O)[nH]c2cc1C
 : .	1	5	1	14	8	0	-3	-4	1517	1.1
> O=C(NC(=S)NC1CCCCCCCCCCC1)c1cccnc1
 : 2.1	0.9	4	0.9	-1	7	-5	.	8	1564	1
> CCN(CC)C(=S)SCC(=O)c1ccc(Br)cc1
 : 0.67	1	10	1	1	14	0	1	-5	1374	1
> O=C(O)CSCNC(=O)CC12CC3CC(CC(C3)C1)C2
 : 0.52	1	4	1	-5	14	0	-20	0	1656	1.1
> CCOC(=O)N1CCC(NC(=O)c2cc(C(=O)NCc3cccc(Cl)c3)ccc2CO)CC1
 : .	1	11	1	7	4	0	-48	4	1638	1.1
> Cc1nc2ccc(-c3nc4cc(N)ccc4o3)cc2[nH]1
 : .	0.8	16	0.9	18	-74	21*	.	7	1816	0.8
> CCOC(=O)c1sc(NC(=O)/C=C/c2cnn(CC)c2C)c(C(=O)OCC)c1C
 : 0.05	0.9	13	0.7	-1	2	2	.	26	1484	0.9
> CCN(Cc1ccncc1)C(=O)CSc1ccc2ccccc2c1
 : -1.3	1.1	3	1.1	1	2	3	-8	-5	1603	1
> CNC(=O)CC(C(=O)O)c1ccc(OCC(C)C)cc1 (stereo not given)
 : .	1	7	1	4	-6	3	-4	4	1567	1.1
> CCN(CC)c1ccc(C(=O)OCC(=O)NC2CCCCC2C)cc1 (stereo not given)
 : 0.17	1	-3	0.9	-11	6	1	.	8	1348	1.1
> Fc1ccc(-c2csc(=S)[nH]2)cc1
 : 1.8	1.6	-4	0.8	6	6	3	-19	24	1575	2.4*
> O=C1OC(Cc2ccccn2)C(=O)C1=C1SCCS1 (stereo not given)
 : 0.44	1	-1	0.9	6	0	4	4	14	1654	1
> CCc1nnc(NC(=O)C(NS(=O)(=O)c2ccc3c(c2)OCCO3)C(C)C)s1 (stereo not given)
 : 0.052	1	-3	0.9	-3	6	-3	-6	14	1482	1
> Cc1ccc(O)c(-c2cc(-c3ccccc3C)[nH]n2)c1
 : -0.24	0.9	12	0.8	6	-20	-2	3	21	1609	0.9
> COc1ccc(-c2cc(C#N)nc(Oc3ccc(Cl)cc3)n2)cc1
 : .	1	2	1.1	1	-3	1	-6	-6	1685	1.1
> COc1ccc(C2C(C(=O)Nc3ccc4c(c3)OCCO4)c3ccccc3C(=O)N2C)cc1 (stereo not given)
 : -0.96	1	0	1	-5	1	1	.	0	1356	1.1
> CCOc1ccc(NC(=O)CN(C)Cc2cc(=O)n3c(-c4ccccc4)csc3n2)cc1OCC
 : 0.52	1	-4	0.9	-2	4	-2	-4	11	1587	0.8
> Clc1ccc(-c2onc3c2CCCC3)cc1
 : 1.9	0.9	7	0.9	-2	2	-2	.	15	1551	1
> Cc1cc2c(cc1C)-c1nnc(-c3ccc4ccccc4n3)n1C(C)(C)C2
 : .	1	6	1	-5	2	5	.	1	1642	1
> CCOC(=O)N1CCN(Cc2oc(CO)cc(=O)c2O)CC1
 : 1	1	-5	0.8	2	9	2	-35	15	1363	0.9
> Cc1c(C(=O)O)oc2ccc(S(=O)(=O)N(CC(C)C)CC(C)C)cc12
 : 1.6	1	5	0.9	-2	24	-1	-4	9	1429	1.1
> O=C(NCc1cccnc1)c1ccc(-c2cc(Cl)ccc2Cl)o1
 : -1.3	1	4	1	1	14	-1	-20	2	1596	1.1
> CCSc1n[nH]c2nc3c(c(=O)n12)C1(CCCC1)Cc1ccccc1-3
 : .	1.1	3	0.9	2	4	7	.	9	1665	1.3
> O=C(CC1SC(=Nc2ccccc2)N(CCO)C1=O)Nc1ccccc1 (stereo not given)
 : -0.7	0.9	7	1	7	21	1	-15	1	1653	0.9
> CCCn1c(=O)c2ccccc2n2c(SCC(=O)NCc3cccs3)nnc12
 : .	0.9	-2	0.7	4	6	5	-13	28	1578	0.9
> NC(=O)c1ccc([N+](=O)[O-])cc1SCc1ccccc1
 : .	0.9	5	0.8	6	0	9	.	20	1587	0.9
> O=C(c1cccc(F)c1)n1nnc2ccccc21
 : .	0.9	2	0.8	0	4	-8	-23	16	1421	0.9
> CCC(CC)C(=O)c1c[nH]c(C(=O)NCc2ccncc2)c1
 : -0.069	1	7	0.9	1	0	6	-1	8	1676	1
> Cc1ccc(-n2c(=O)c3c4c(sc3n(Cc3cc(=O)n5ccccc5n3)c2=O)CCC4)cc1C
 : .	0.8	-6	0.8	1	4	-4	-18	16	1523	1
> COc1cc(/C=N/Nc2ccc(Cl)c(C(=O)O)c2)ccc1OC(=O)c1ccco1
 : -0.12	1.6	-1	1.1	2	8	-3	-2	-10	1556	1.5
> O=C(Nc1ccccc1)c1ccc(S(=O)(=O)N2CCCCC2)cc1
 : .	1.1	8	0.9	13	6	1	4	8	1573	1.1
> Cc1ccccc1S(=O)(=O)Nc1nc2ccccc2nc1N1CCc2ccccc2C1
 : .	1	7	0.8	-1	17	10	-2	20	1601	0.8
> O=C(NNc1nc2c(F)cccc2s1)C1=COCCO1
 : -0.7	1	5	0.9	1	-7	7	4	9	1571	0.9
> Cn1c(/C=C(\C#N)C(N)=S)ccc1-c1ccc(Br)cc1
 : .	1.1	13	0.9	8	-7	13	11	12	1756	1.1
> COc1ccc(CNn2c(C)nc3ccccc3c2=O)cc1
 : 0.19	0.9	-1	0.9	2	3	0	7	13	1440	0.9
> Cn1ccnc1SCC(=O)c1ccc(Cl)cc1
 : 0.11	1	7	1.1	4	9	5	9	-6	1604	1.1
> CC(=O)N1C(c2ccccc2O)C[C@]2(C)CC(=O)NC12 (stereo not given in full)
 : 0.66	1	-1	0.9	-2	11	5	-5	6	1764	1
> CS(C)(=O)=NS(=O)(=O)c1ccc(Cl)cc1
 : .	1.1	3	0.9	2	9	3	-11	10	1393	0.9
> COc1ccc2cc(CN(Cc3ccco3)Cc3nnnn3C3CCCCC3)c(=O)[nH]c2c1
 : .	1	-3	0.8	-11	9	1	3	22	1428	0.9
> CCOC(=O)CCCNC(=O)CCNC(=O)c1ccc(OC(C)C)cc1
 : -0.46	0.9	-7	1	4	16	-3	-33	5	1512	0.9
> COC(=O)/C(=C/c1ccc2c(c1)c1ccccc1n2C)NC(=O)c1ccccc1
 : .	0.8	4	0.8	4	3	10	3	20	1475	0.9
> O=S(=O)(c1ccc(Cl)cc1)N1c2ccccc2Oc2nc3ccccc3nc21
 : 0.1	1	7	0.9	-1	1	4	.	13	1435	0.9
> Cn1c(-c2c(N)n(C3CCCC3)c3nc4ccccc4nc23)nc2ccccc21
 : .	1	12	0.9	5	1	6	75*	12	1729	1
> O=C(CSc1nc2[nH]ncc2c(=O)[nH]1)c1ccccc1
 : -0.3	1	7	0.8	9	8	3	-6	18	1565	1
> CCOC(=O)C1CCN(S(=O)(=O)c2ccc(CC)cc2)CC1
 : -0.024	1.1	-2	1.1	1	10	-4	-13	-9	1541	1.1

Some entries already given, showing only PMI act hi M6P.
structure	PMI act hi M6P
Cc1nc2ccc(-c3nc4cc(N)ccc4o3)cc2[nH]1	0.8
CCOC(=O)c1sc(NC(=O)/C=C/c2cnn(CC)c2C)c(C(=O)OCC)c1C	0.9

Compounds were not picked by outcome; about 3.3% have a hit in one of these screens.
